# OX1R antag: antagonists of human orexin 1 receptor; O43613; CHO/OX1R cells, Fluo-8 calcium fluorescence, orexin A; inhibition, % at 5 µM; actives 0.43% (n = 330,000); AID 434989;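 active means inhibition above its plate's threshold, mean inhibition of all tested compounds on the plate plus 3 SD, cut at about 37% in these data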;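 further: 0% = orexin A challenge wells and 100% = SB-334867-A antagonist wells; not every result past the cut was called active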
# Target sequence (O43613 whole entry, looked up): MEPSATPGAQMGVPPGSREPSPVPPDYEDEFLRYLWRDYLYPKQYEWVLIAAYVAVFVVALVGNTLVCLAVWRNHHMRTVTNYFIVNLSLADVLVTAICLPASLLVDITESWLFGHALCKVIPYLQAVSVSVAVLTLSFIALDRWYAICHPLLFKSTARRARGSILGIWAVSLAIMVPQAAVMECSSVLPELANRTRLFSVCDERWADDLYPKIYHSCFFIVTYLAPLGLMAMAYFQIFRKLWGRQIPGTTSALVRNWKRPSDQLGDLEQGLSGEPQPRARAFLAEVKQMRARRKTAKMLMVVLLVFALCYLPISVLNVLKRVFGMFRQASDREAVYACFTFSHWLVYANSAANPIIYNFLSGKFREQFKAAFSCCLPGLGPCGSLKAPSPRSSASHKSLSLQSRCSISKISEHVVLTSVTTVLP
# CHT PAM: human CHT allosteric activation. Q9GZV3. CHT-expressing cells, membrane potential dye, choline EC20; hits give high values; LV-AA mutant CHT in HEK293 cells. B-score at 10 µM. actives 0.49% (n = 310,000);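 active means initial fluorescence not abnormally high and integrated response B-score, plate-corrected, over 3 SD above library mean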
# Target sequence (Q9GZV3 whole entry, looked up): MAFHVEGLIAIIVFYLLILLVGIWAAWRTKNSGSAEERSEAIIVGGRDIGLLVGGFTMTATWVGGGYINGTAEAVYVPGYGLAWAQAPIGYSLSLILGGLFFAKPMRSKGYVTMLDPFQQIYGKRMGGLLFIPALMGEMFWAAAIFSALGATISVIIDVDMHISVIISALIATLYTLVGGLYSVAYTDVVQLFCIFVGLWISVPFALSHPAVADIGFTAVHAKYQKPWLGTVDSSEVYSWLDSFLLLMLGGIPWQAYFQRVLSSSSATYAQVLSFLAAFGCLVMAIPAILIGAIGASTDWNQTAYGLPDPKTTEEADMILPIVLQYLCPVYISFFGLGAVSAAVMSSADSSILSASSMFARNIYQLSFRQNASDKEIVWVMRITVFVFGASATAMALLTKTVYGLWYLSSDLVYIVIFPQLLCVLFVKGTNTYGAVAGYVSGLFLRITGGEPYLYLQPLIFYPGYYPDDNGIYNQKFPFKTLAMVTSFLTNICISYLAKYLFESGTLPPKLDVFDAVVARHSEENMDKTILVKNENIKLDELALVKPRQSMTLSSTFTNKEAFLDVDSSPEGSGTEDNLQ
# * hit, by the source's call; i = inactive; nt = no result given.
no.	smiles	CHT PAM	OX1R antag
1	CCOC(=O)CNC(=O)N1CCc2ccc(NC(=O)c3ccccc3OC)cc2C1	i	-28.0
2	O=C(/C=C/c1ccccc1)NCCC1=CCCCC1	i	-17.2
3	O=C(Nc1ccc(F)cc1)C(Cc1ccccc1)n1cccc1 (stereo unspecified)	i	-15.2
4	CC(=O)NS(=O)(=O)c1ccc(NC(=O)c2ccc(S(=O)(=O)N3CCCC3)cc2)cc1	nt	-1.1
5	COc1ccc2c(c1)C(=O)N1[C@H]3c4cc(Cl)ccc4OC[C@@H]3[C@H](c3ccccc3)[C@]1(C)C(=O)N2	nt	4.8
6	O=C(Nc1nc2ccccc2n1Cc1ccc(Cl)cc1)c1ccco1	i	-31.8
7	CC(C)[C@H](NC(=O)c1ccccc1Cl)C(=O)OCC(=O)NCc1ccc2c(c1)OCO2	nt	-22.1
8	CCn1c(C)nc2cc(C(N)=O)ccc21	i	-10.7
9	COCC1CCN(Cc2nc(Cc3ccccc3Cl)no2)CC1	i	-10.7
10	COC(=O)c1ccc(COC(=O)CNS(=O)(=O)c2ccccc2)cc1	i	-9.7
11	O=S(=O)(c1ccccc1)N1CCN(S(=O)(=O)c2ccc(F)cc2)CC1	i	-4.6
12	CCCC1=[N+](CC(=O)c2ccccc2)CCn2c(C)ccc21	8.14*	-15.0
13	CCCc1[nH]nc2c1C(c1cccc(OC)c1)C(C#N)=C(N)O2 (stereo unspecified)	i	-17.1
14	CCc1noc(C)c1C(=O)N1CCN(S(=O)(=O)c2c(C)c(C)cc(C)c2C)CC1	i	-34.1
15	CCCc1nnc(SCC(=O)N2C(C)CCCC2C)n1CCCOC (stereo unspecified)	i	-10.2
16	COc1cc(F)ccc1CN1CCC(C(=O)Nc2ccc(Oc3ccccc3)nc2)CC1	i	-13.8
17	CC(NC(=O)c1ccc(CS(C)(=O)=O)cc1)c1ccc(-n2ccnc2)cc1 (stereo unspecified)	i	-8.4
18	COc1ccccc1CN1CCC(n2nccc2NC(=O)CCOc2ccccc2)CC1	i	-26.3
19	Cc1cccc([C@@H]2[C@@H]3C(=O)N(Cc4ccccc4)C(=O)[C@@H]3[C@]3(Cc4ccc(Cl)cc4)C(=O)N(c4ccc(Br)cc4)C(=O)N23)c1	i	-36.5
20	CCOC(=O)c1ccc(S(=O)(=O)N2CCN(CC(=O)NC(=O)NC3CCCCC3)CC2)cc1	i	-27.7
21	COc1ccc(OC)c(NC(=O)c2ccc3nc(-c4ccccc4)c(-c4ccccc4)nc3c2)c1	i	-14.1
22	OCCC1CN(Cc2cc3c(cc2Cl)OCO3)CCN1C1CCCC1 (stereo unspecified)	i	-29.8
23	C[C@H](CO)N1C[C@H](C)[C@@H](CN(C)Cc2ccccc2)Oc2c(NC(=O)C3CCCCC3)cccc2C1=O	nt	-3.6
24	CC(C)=CC(=O)Nc1cccc(S(=O)(=O)NC2=NCCCCC2)c1	nt	-11.1
25	COc1c(C)cccc1C(=O)Nc1ccc(N2CCN(S(C)(=O)=O)CC2)cc1	i	-23.0
26	CC(=O)Nc1ccc(/C=C(\C#N)C(N)=O)cc1	i	14.4
27	O=C(NCC(c1ccco1)N1CCCC1)c1ccc(S(=O)(=O)Nc2ccccc2Cl)cc1 (stereo unspecified)	nt	-8.6
28	COc1cccc(N2C(=O)c3cccnc3C2O)c1 (stereo unspecified)	i	nt
29	CCOc1ccc(-n2c(=S)sc3c(=O)n(-c4ccccc4)c(SC)nc32)cc1	i	-13.1
30	CC1(c2nnc(-c3ccncc3)o2)CC(c2c(Cl)cccc2Cl)=NO1 (stereo unspecified)	i	-23.4
31	C/C(N)=C(/C#N)C(=O)CSc1nc2ccccc2c(=O)n1Cc1ccc(F)cc1	i	-24.4
32	COc1ccc(C)cc1-n1nnnc1SCC(=O)c1ccc2c(c1)OCCO2	i	-4.6
33	COc1ccc(C(=O)N=S2CCN(C(=O)c3ccc(Cl)cc3)CC2)cc1	i	-1.8
34	CC(=O)c1ccc(N2CCN(CC(=O)N(CC(C)C)c3c(N)n(CC(C)C)c(=O)[nH]c3=O)CC2)cc1	i	-10.9
35	COc1cc(OC)cc(C(=O)NCCCNC(=O)c2ccccn2)c1	i	-2.5
36	COc1ccc(CNC(=O)CN(Cc2ccc(F)cc2)C(=O)CCC(=O)Nc2nccs2)cc1	i	-19.5
37	O=C(O)C(NC(=O)C1CCCN1C(=O)OCc1ccccc1)c1ccccc1 (stereo unspecified)	i	nt
38	COc1nnc(-c2ccc(N3CCCCC3)c(NC(=O)C3CCCCC3)c2)c2ccccc12	i	-33.3
39	N#C/C(=C\c1cc(Cl)c(OCc2ccc(Cl)cc2)c(Cl)c1)C(N)=O	i	-2.6
40	Cc1c(C(=O)N2CCCC2)sc(NC(=O)c2ccccc2)c1C#N	i	-42.6

# Some of the entries so far, as labelled records.
23	C[C@H](CO)N1C[C@H](C)[C@@H](CN(C)Cc2ccccc2)Oc2c(NC(=O)C3CCCCC3)cccc2C1=O
  CHT PAM: nt; OX1R antag: -3.6
24	CC(C)=CC(=O)Nc1cccc(S(=O)(=O)NC2=NCCCCC2)c1
  CHT PAM: nt; OX1R antag: -11.1
25	COc1c(C)cccc1C(=O)Nc1ccc(N2CCN(S(C)(=O)=O)CC2)cc1
  CHT PAM: i; OX1R antag: -23.0
26	CC(=O)Nc1ccc(/C=C(\C#N)C(N)=O)cc1
  CHT PAM: i; OX1R antag: 14.4

# The listing continues:
no.	smiles	CHT PAM	OX1R antag
41	COc1ccc(Cl)cc1-c1n[nH]c(=S)n1Cc1ccccc1	i	-17.7
42	Cn1c(=O)c2cc(S(=O)(=O)NC(C(=O)Nc3cccnc3)c3ccccc3)ccc2n(C)c1=O (stereo unspecified)	i	-14.5
43	O=S(=O)(c1cc(Cl)c(Cl)cc1Cl)N1CCN2CCCC2C1 (stereo unspecified)	i	-9.2
44	Nc1[nH]n(-c2ccccc2)c(=O)c1N=Nc1ccc2ncsc2c1	i	-3.2
45	COc1ccc(Nc2ncnc3ccc(C)cc23)cc1	i	-34.1
46	CC1=NNC(=O)C1CCC(=O)N/N=C/C(Br)=C/c1ccccc1 (stereo unspecified)	i	-10.9
47	Cc1nnc(SCC(=O)NNC(=O)COc2ccc(Br)cc2)n1C	nt	-16.4
48	Cc1ccc(CN2CCN(Cc3cccn3-c3ccccn3)CC2CCO)cc1 (stereo unspecified)	i	-11.6
49	C/C(=N\NC(=O)c1nn(C)cc1Cl)c1ccncc1	i	-6.7
50	Cc1ccc(S(=O)(=O)N2CCOCC2)cc1C(=O)OCC(=O)Nc1ccc2[nH]c(=O)[nH]c2c1	i	4.8
51	CCCC[C@H]1COCCS(=O)(=O)N1Cc1ccc(Br)cc1	i	-32.6
52	Cc1[nH]c2ccccc2c1N=Nc1c(C)n(C)n(-c2ccccc2)c1=O	i	-4.4
53	COc1ccc(NC(=O)C2C3C=CC4(CN(Cc5cccnc5)C(=O)C24)O3)c(OC)c1 (stereo unspecified)	i	-4.3
54	COc1ccc2cc(S(=O)(=O)NC3CC(C)(C)NC(C)(C)C3)ccc2c1	i	-14.6
55	O=C(CCSCc1cccc(Cl)c1)NC1CCCC1	i	-27.1
56	COc1ccccc1S(=O)(=O)Cc1ccc(C(=O)NCc2ccc(C)cc2)o1	i	-10.9
57	CC(C)n1cc(CN2CCN(CCc3ccccc3)C(CCO)C2)cn1 (stereo unspecified)	i	-19.6
58	CCOC(=O)N1CCN(c2nc(-c3cccc(OC)c3)cc(C(F)(F)F)n2)CC1	i	-37.6
59	O=C(CSc1nc2ccccc2[nH]1)c1ccco1	i	-4.6
60	O=C(CN(C(=O)c1ccco1)c1cccc(F)c1)NCc1ccc(F)cc1	i	-16.8
61	Cc1ccc(NC(=O)c2ccc(OCc3c(C)noc3C)cc2)cc1C	nt	5.6
62	Cn1nnnc1Sc1ncnc2scc(-c3ccc(F)cc3)c12	i	-5.7
63	Cc1nn(Cc2ccccc2Cl)c2sc(C(=O)NC(C)(C)C)cc12	i	-39.1
64	O=C(CSc1nnc(-c2ccccc2)n1-c1ccccc1)c1ccc[nH]1	i	-31.4
65	Cc1oc2ccc(OC(=O)N3CCOCC3)cc2c1C(=O)OC(C)C	i	-21.3
66	COc1ccc(Cl)cc1N1C(=O)CC(N2CCN(S(=O)(=O)c3ccccc3F)CC2)C1=O (stereo unspecified)	nt	0.2
67	CN(C)S(=O)(=O)c1cc(NC(=O)COC(=O)Cc2ccc(Br)cc2)ccc1Cl	i	-13.1
68	CCOC(=O)C(N)CSC1CC(=O)N(c2ccc(OC)cc2)C1=O (stereo unspecified)	i	-13.7
69	COc1ccc(C2c3c(oc4ccccc4c3=O)C(=O)N2Cc2ccncc2)cc1OC (stereo unspecified)	i	-16.6
70	CCS(=O)(=O)c1nc(S(=O)(=O)c2ccc(C)cc2)c(NCCCN2CCOCC2)s1	i	-12.3
71	COc1ccc(C(=O)Nc2ccccc2C(=O)N(Cc2ccco2)C(C(N)=O)C(C)C)cc1 (stereo unspecified)	i	-35.1
72	CCC(C(=O)Nc1ccc2c(c1)OCCO2)n1c(=O)[nH]c2ccccc2c1=O (stereo unspecified)	i	-26.1
73	Cc1ccc(OCc2ccccc2C)c([N+](=O)[O-])n1	i	-8.8
74	Nc1ccc(Sc2ccccc2CC(=O)O)cc1	i	-13.1
75	CC(=O)N(c1cccc(C(F)(F)F)c1)c1nc(/C=C/C(=O)O)cs1	i	-7.7
76	CCOC(=O)CC[C@H](NC(=O)Cn1cnc2c(NCc3ccccc3)ncnc21)C(=O)OCC	nt	1.1
77	Cc1nn(CCO)c2ncc(C(=O)c3cc(F)ccc3O)cc12	i	0.1
78	CCn1cnc2c1c(=O)n(CC(=O)N1CCc3ccccc31)c(=O)n2Cc1ccccc1	i	-35.1
79	CC1CCN(S(=O)(=O)c2ccc(C(=O)Nc3nnc(-c4ccco4)o3)cc2)CC1	i	-25.9
80	COc1ccc(N(CC(=O)NCc2ccc3c(c2)OCO3)S(=O)(=O)c2c(C)nn(C)c2C)cc1	i	-24.8
81	Cc1cc(C)n2nc(C(=O)Nc3ccc(S(=O)(=O)N(C)C)cc3)nc2n1	8.17*	-6.4
82	CCN(CC(=O)Nc1cc(OC)ccc1OC)Cc1nc2ccccc2c(=O)[nH]1	i	-33.8
83	CCOC(=O)C(C#N)C(c1cccnc1)c1c(C)[nH][nH]c1=O (stereo unspecified)	i	-3.4
84	Cc1ccc(/C=N/n2c(-c3cccnc3)n[nH]c2=S)s1	i	-3.8
85	O=C(NC12CC3CC(CC(C3)C1)C2)c1ccccc1O	i	-6.1
86	CC(C)CCOP(=O)(c1ccc(N(C)C)cc1)C(O)c1c(Cl)cccc1Cl (stereo unspecified)	i	-9.6
87	Cc1ccc(C(C)NC(=O)C2CCCC2)cc1C (stereo unspecified)	i	-16.7
88	Cc1c(C2C(C#N)=C(N)OC3=C2C(=O)CCC3)cnn1C (stereo unspecified)	i	-7.0
89	COc1ccc(N2C(=O)CSC2c2cccs2)cc1 (stereo unspecified)	i	-4.5
90	NC(=O)N[C@@H](Cc1c[nH]c2ccccc12)C(=O)OCC(=O)N1CCCCC1	i	-21.0
91	O=C(NCc1ccco1)C(c1ccncc1)N(C(=O)Cn1nnc2ccccc21)c1ccccc1 (stereo unspecified)	i	-30.3
92	CC(C)(C)OC(=O)N1CCNc2ccccc2C1	i	-1.2
93	O=C(NCc1nc2ccccc2[nH]1)C1=C[C@@H](c2ccccc2)C[C@@H](OCCCCO)O1	i	-15.5
94	O=C(NC1CC1)C1CCN(C2CCN(C(=O)CCOc3ccccc3)CC2)CC1	i	-13.0
95	OCC1CCCN1C(=S)Nc1ccccc1 (stereo unspecified)	i	-7.6
96	CC(=O)n1c(-c2ccccc2)c(CO)c2ccccc21	i	-24.4
97	COc1cc2c(C(F)(F)F)c(-c3ccc(C#N)cc3)oc(=O)c2cc1OC	nt	7.0
98	COc1ccc(NC(=O)CN2CCCC2c2cccs2)cc1S(=O)(=O)N1CCCCC1 (stereo unspecified)	nt	15.3
99	Cc1cc(NC(=O)CSc2ccc3ccccc3c2)no1	i	-18.4
100	O=C(CN1C(=O)NC2(CCCC2)C1=O)Nc1nc(-c2ccc(F)cc2)cs1	i	-33.9

# Continuation.
no.	smiles	CHT PAM	OX1R antag
101	CCOC(=O)c1ccc(Oc2cn[nH]c2-c2ccc(OCC(=O)NN)cc2O)cc1	i	-3.6
102	COCCCNC(=O)Cn1cc(C(C)=O)c2ccccc21	i	0.5
103	O=C(CSc1ccc2nnc(-c3ccccn3)n2n1)NCC1CCCO1 (stereo unspecified)	i	-5.8
104	N/C(=N\OC(=O)CCC1CCCC1)c1ccc(Br)cc1	i	-7.8
105	O=C(NCCN1CCOCC1)c1ccc2c(c1)N(Cc1ccc(Cl)cc1)C(=O)CS2	i	-34.3
106	COc1ccc(-c2c(C(F)(F)F)oc3cc(OCC(=O)Nc4ccccc4C(F)(F)F)ccc3c2=O)cc1OC	i	-22.8
107	CCN(CCCNS(=O)(=O)c1ccc2c(c1)CCN2C(C)=O)c1cccc(C)c1	i	-12.7
108	CC(C)(C)C(=O)Nc1cc(NC(=O)C(C)(C)C)cc(C(=O)Nc2c[nH]c(=O)[nH]c2=O)c1	i	-15.0
109	COC(=O)c1ccc(C[n+]2ccccc2)cc1	i	-15.7
110	COc1cc(/C=C/C(=O)N2CCN(Cc3ccccc3)CC2)cc(OC)c1OC	i	-5.2
111	CCOCCCNC(=O)c1cc(-c2ccc(Br)s2)nc2ccccc12	i	-28.6
112	CC(=O)Nc1ccc(N2C(=O)CC(Sc3nccc(C)n3)C2=O)cc1 (stereo unspecified)	i	4.5
113	Cc1ccccc1CSc1nnc(NC(=O)C2COc3ccccc3O2)s1 (stereo unspecified)	i	-8.2
114	COc1ccc(CCN(C)C(=O)CN2C(=O)NC3(CCCCC3C)C2=O)cc1OC (stereo unspecified)	i	-16.2
115	CC1(C)COC(c2cccc(C3=NC(C)(C)CO3)n2)=N1	i	0.1
116	CN1CCN(C2=Nc3cc(Cl)ccc3Nc3ccccc32)CC1	i	-8.9

# Source: PubChem BioAssay (several laboratories)
